Assay outcomes: PubChem BioAssay, several laboratories
PABP1 MLLE inh = blocks PAM2 peptide binding to the PABP1 MLLE domain; P11940; GST-MLLE / FITC-PAM2 fluorescence polarization; inhibition, % at 20 µM; 0.36% of 360,000 active; in the data active means inhibition above about 35%, passing the limit was not always enough;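 further: plate controls were DMSO wells with GST-MLLE for no effect and wells lacking GST-MLLE protein for full effect; some results filed as inactive read as strong as hits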
Target sequence (P11940 whole entry, looked up, the tested form may be a part): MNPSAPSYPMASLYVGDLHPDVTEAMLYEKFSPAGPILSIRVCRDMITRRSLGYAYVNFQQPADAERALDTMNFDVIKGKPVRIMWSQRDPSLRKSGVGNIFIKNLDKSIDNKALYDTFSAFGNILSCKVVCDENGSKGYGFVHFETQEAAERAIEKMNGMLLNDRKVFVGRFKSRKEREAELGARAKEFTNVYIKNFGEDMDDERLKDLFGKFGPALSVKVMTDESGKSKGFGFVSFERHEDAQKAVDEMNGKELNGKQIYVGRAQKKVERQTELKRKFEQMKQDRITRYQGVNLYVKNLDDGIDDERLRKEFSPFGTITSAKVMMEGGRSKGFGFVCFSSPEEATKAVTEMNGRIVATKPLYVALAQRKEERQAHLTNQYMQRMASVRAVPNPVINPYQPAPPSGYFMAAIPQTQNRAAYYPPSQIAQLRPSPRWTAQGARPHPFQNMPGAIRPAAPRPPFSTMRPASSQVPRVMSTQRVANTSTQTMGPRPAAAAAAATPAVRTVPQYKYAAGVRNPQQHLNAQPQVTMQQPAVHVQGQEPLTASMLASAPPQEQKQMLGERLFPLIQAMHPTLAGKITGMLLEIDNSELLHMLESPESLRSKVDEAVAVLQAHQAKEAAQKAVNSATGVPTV
MT1-MMP act inh = inhibitors of human MT1-MMP activation | GFP/RFP ratio change, % at 20 µM | AID 651647 | HT1080 RFP-PRO-GFP cells, GFP/RFP ratio fluorescence, overnight; percent of plate control window, DMSO zero | P50281 | 0.061% of 360,000 active;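 active means GFP/RFP ratio change of at least 30% with cell ATP level not reduced by more than half and red fluorescence within 50% of control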; further: strong numbers were not always called active
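Assay system: RFP-PRO-GFP reporter HT1080 cells; read-out basis: GFP/RFP fluorescence ratio; benchmarks: DMSO wells and RFP-L50D-GFP cells; doses: 20 µM single dose, 1% DMSO; schedule: overnight cell settling, then overnight compound exposure, 37 °C, 5% CO2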
CSN inh = CSN deneddylation inhibition; Q92905; Purified CSN, SCF-Nedd8-OG deneddylation, fluorescence polarization; inhibition, % at 12.5 µM; 0.38% of 360,000 active;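 active means pattern-corrected inhibition above about 35%, with an unprinted fluorescence ratio check between 0.5 and 1.5, limit read from the data, passing the limit was not always enough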;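 further: 0% = enzyme with substrate and 100% = substrate without enzyme; some results filed as inactive read as strong as hits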
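Detection – fluorescence polarization · System – HEK293T-derived human Csn5 enzyme · Controls – substrate-only high control, full reaction low control · Timing – 90 min, room temperature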
Neddylation inh = blocks human cullin neddylation; TR-FRET cullin neddylation, biochemical; calls only at 25 µM; 0.58% of 360,000 active; AID 651699; in the data active means inhibition above about 36%
FAS-TE inh = inhibitors of human fatty acid synthase thioesterase domain; P49327; recombinant FAS-TE, OMFH fluorogenic substrate, fluorescence endpoint; inhibition, % at 15 µM; 0.67% of 360,000 active; AID 602261;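 active means compounds whose normalised, plate-corrected inhibition of enzyme fluorescence in the single-dose primary screen is 50% or more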;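 further: 0% = DMSO with enzyme and 100% = substrate without enzyme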
Rpn11 block = inhibitors of human proteasome Rpn11 | AID 588493 | human 26S proteasome, Ub4-pepOG fluorescence polarization; 20S core pre-blocked with epoxomicin | O00487 | calls only at 20 µM | 0.59% of 360,000 active;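 active means inhibition at 20 µM, scaled to each plate's controls, above about 33%, limit read from the data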
Target sequence (O00487 whole entry, looked up): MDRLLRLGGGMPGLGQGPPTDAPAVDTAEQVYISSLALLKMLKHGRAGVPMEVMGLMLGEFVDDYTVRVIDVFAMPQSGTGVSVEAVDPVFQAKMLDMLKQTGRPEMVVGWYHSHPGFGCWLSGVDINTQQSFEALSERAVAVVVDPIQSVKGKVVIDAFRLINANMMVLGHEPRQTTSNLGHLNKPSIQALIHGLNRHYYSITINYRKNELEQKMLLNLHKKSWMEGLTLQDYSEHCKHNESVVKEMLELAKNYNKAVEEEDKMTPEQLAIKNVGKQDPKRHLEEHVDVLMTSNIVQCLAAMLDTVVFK
Rin1-Abl PPI inh = blocks binding of human Rin1 to Abl; inhibition, % at 7.35 µM; 0.4% of 360,000 active; TR-FRET Rin1/Abl binding, biochemical; in the data active means inhibition above about 5%, passing the limit was not always enough
SKN-1 block = inhibitors of C. elegans SKN-1 | C. elegans VP596 Pgst-4::GFP/RFP ratio, acrylamide-induced, 24 h | inhibition, % at 21.8 µM | 0.49% of 360,000 active | AID 624304;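 active means interference check ratio from 0.5 to 1.5 plus GFP to RFP signal ratio inhibition reaching or exceeding a fixed threshold, cut at about 30% in these data, passing the limit was not always enough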; further: some compounds called inactive have numbers as strong as hits
NadD block = NadD (S. aureus) enzyme inhibition. AID 602399. purified NadD enzyme, colorimetric absorbance read-out. inhibition, % at 20 µM. 0.78% of 360,000 active; in the data active means inhibition above about 26%; further: some compounds past the cut are filed as inactive
* = called active by the depositor; i = inactive; nt = not tested or not shown.

SMILES	PABP1 MLLE inh	MT1-MMP act inh	CSN inh	Neddylation inh	FAS-TE inh	Rpn11 block	Rin1-Abl PPI inh	SKN-1 block	NadD block
COC(=O)[C@H](Cc1ccccc1)NC(=O)NCc1ccccc1	-7	-1	0	i	-2	i	2	10	-6
Cc1ccc(-n2ncc3c(NCc4cccnc4)ncnc32)cc1C	3	5	-2	nt	-7	i	0	10	-1
CCOC(=O)C1(Cc2cccc(Cl)c2)CCCN(C(=O)CCSC)C1 (stereo not given)	3	-1	-3	i	1	i	-4	-1	-4
Cc1nnc2sc(SCC(=O)N3CCC(C)CC3)nn2c1=O	16	0	-5	i	-7	i	0	-2	-7
COc1cccc(CN(C)C(=O)CN2C(=O)NC3(CCCc4ccccc43)C2=O)c1 (stereo not given)	6	-1	0	i	-4	i	4	-21	2
CS/C(N)=N/N=C/c1ccc([N+](=O)[O-])cc1	-111	1	2	i	0	i	1	-13	8
O=C(CSc1nnc2ccccn12)c1ccccc1	0	-4	-3	i	-3	i	1	5	3
COc1ccc(N2CC(C(=O)Nc3nnc(SCC(=O)c4ccccc4)s3)CC2=O)cc1 (stereo not given)	-24	3	1	i	-2	i	-1	-9	27
O=c1[nH]c2c(c(=O)n1Cc1ccccc1)CCC2	-2	6	0	i	-7	i	-2	6	2
COc1cccc(-c2ccc(NC(=O)C3CCCN(CCCn4cccn4)C3)cc2)c1 (stereo not given)	-4	3	0	i	-1	i	-1	-8	-4
CC(C)(C)c1nc(NC(=O)Nc2ccccc2)sc1Br	-8	-16	4	i	25	i	2	17	-1
O=C(COC(=O)c1ccc(O)cc1)Nc1cccc(S(=O)(=O)NC2=NCCC2)c1	-8	3	2	i	-2	i	-2	9	0
CC1CCCCN1C(=S)NC(=O)c1ccco1 (stereo not given)	28	-2	6	i	-1	i	-1	1	0
CC(C)OCCCNC1=C(Cl)C(=O)c2ccccc2C1=O	19	7	5	i	12	i	-10	7	-3
O=C(NCc1ccccc1)C(c1ccc(-c2ccccc2)cc1)n1c(=O)c(-c2cc3ccccc3[nH]2)nc2ccccc21 (stereo not given)	nt	-4	9	nt	nt	nt	nt	13	nt
Cc1nn(-c2ccccc2)c(Cl)c1C(=O)NCCCCNC(=O)c1c(C)nn(-c2ccccc2)c1Cl	-2	-6	-2	i	-1	i	3	4	-4
O=C(Cn1cc(C(F)(F)F)ccc1=O)Nc1ccc2c(c1)OCCO2	-14	1	3	i	6	i	5	6	1
CCCc1nnc(NC(=O)CCC(=O)NC2CC2)s1	-9	-1	1	i	-5	i	4	1	-1
CCn1c(=O)n(CC)c2cc(S(=O)(=O)N3CCCCC3)c(C)cc21	-12	9	0	i	-9	i	-1	3	0
COc1cc(/C=N/Nc2ccc(F)cc2F)cc(OC)c1O	21	2	-5	i	-1	i	-1	-7	6
O=c1c2oc3ccccc3c2ncn1Cc1cccc(Cl)c1	16	-5	0	i	5	i	0	0	0
CC12CCC(C(=O)Nc3ccccc3)(C/C1=N\O)C2(C)C (stereo not given)	-4	-1	-5	i	-9	i	-3	-33	-1
CN(C)CCN(Cc1ccccc1)c1ccnc(N(C)C)c1C#N	4	-2	1	i	-6	i	1	-10	-6
CSc1ccccc1COC(=O)Nc1ccccc1C	5	1	-1	i	12	i	1	7	-6
CC(C)CCCC(C)NC(=O)c1cc(S(=O)(=O)N2CCCCC2)ccc1N1CCOCC1 (stereo not given)	-11	-5	-4	i	48	i	-2	0	-3
Cc1ccc(CNC(=O)COC(=O)c2cc3c(s2)CCC(C)C3)cc1 (stereo not given)	3	5	-6	i	4	i	-4	5	3
Cc1cc(C(F)(F)F)nn1-c1nc(-c2ccco2)cc(C(F)(F)F)n1	1	0	2	i	14	i	2	-17	-3
O=c1c2c(-c3cccs3)csc2ncn1-n1cccc1	3	-7	-3	i	4	i	-3	-14	3
CN(C)S(=O)(=O)c1ccc(Cl)c(NC(=O)COC(=O)CCC(=O)c2cccs2)c1	-1	2	5	i	8	i	1	-10	-6
COCC(C)n1c(C)cc(C(=O)COC(=O)c2oc3ccccc3c2C)c1C (stereo not given)	-1	1	0	i	-51	i	1	-9	-8
C[C@H](CO)N1C[C@H](C)[C@@H](CN(C)C(=O)Nc2ccc3c(c2)OCO3)Oc2c(NS(=O)(=O)c3ccc(F)cc3)cccc2C1=O	2	3	-4	i	-7	i	1	4	5
CC(C)[C@H](NC(=O)c1ccc(Cl)c([N+](=O)[O-])c1)C(=O)NCc1ccc(F)cc1	-7	-8	-1	i	17	i	-2	7	-2
CC(C)C1CC(C(F)(F)F)n2nc(C(=O)O)cc2N1 (stereo not given)	-12	1	-8	i	-5	i	2	-1	-7
Fc1ccccc1N1CCN(Cc2cnc(Cl)s2)CC1	0	-1	-4	i	-1	i	0	6	-9
CC1(C)CC(=O)C=C(C(=O)NC2CCCc3c2cnn3-c2cc(F)cc(F)c2)O1 (stereo not given)	-6	2	1	i	0	i	-1	-5	-7
Cc1ccc(CNC(=O)CSc2c3c(nc4cc(Cl)ccc24)CCCC3)o1	-7	-17	5	i	9	i	-9	23	30
Cc1ccc(S(=O)(=O)Nc2nc3ccccc3nc2NCc2ccco2)cc1C	-13	-16	0	i	-4	i	-1	5	10
COc1ccc(-c2nc(CS(=O)CC(=O)NCc3ccc(Cl)cc3)c(C)o2)cc1 (stereo not given)	9	3	6	i	5	i	1	4	-5
CC(=O)Nc1ccc(CN2C(=O)C(CCc3ccccc3)ON=C2c2cnccn2)cc1 (stereo not given)	-9	2	-6	i	-5	i	-1	6	0
O=C(COC(=O)C1CCCCC1)NCCc1ccccc1	-24	-1	-4	i	-11	i	-1	2	-6
Cc1onc(-c2ccccc2Cl)c1C(=O)Nc1ccc(Cl)cn1	-2	-5	1	i	3	i	-3	0	-5
Cc1ccc(NCC(=O)Nc2c(C)n(C)n(-c3ccccc3)c2=O)cc1S(=O)(=O)N(C)C	2	-4	-2	i	-6	i	-4	-8	-3
CCOC(=O)C1CCCN(C2CC(=O)N(c3cccc(C(F)(F)F)c3)C2=O)C1 (stereo not given)	22	2	-2	i	0	i	0	11	-3
Cc1ccc(S(=O)(=O)/C(C#N)=C/c2c(N3CCC(C(N)=O)CC3)nc3ccccn3c2=O)cc1	0	-1	4	i	48	i	-8	11	2
COc1ccc(CN(C)C2c3ccccc3-c3ccccc32)cc1	2	2	-13	i	18	i	-3	12	-11
Cc1ccccc1-c1cccc([C@@H]2C[C@H]3[C@H](CON3C)CN2Cc2ccccc2)c1	4	-3	-4	i	23	i	-5	11	2
O=C(O)CNC(=O)CC1S/C(=N/N=C/c2ccccc2O)NC1=O (stereo not given)	-38	12	-4	i	-6	i	-4	-4	8
COc1ccc(C/C(C)=N/NC(=S)Nc2ccccc2F)cc1	16	3	-6	i	-10	i	-2	3	-3
COc1ccc(C)cc1-n1nnnc1SC(C)C(=O)NC1CCCC1 (stereo not given)	5	1	-1	i	-2	i	2	-1	-5
O=C(CN1C(=O)NC2(CCCC2)C1=O)NNC(=O)c1ccc(Br)cc1	3	9	6	i	-5	i	-3	-12	-3

Complete entries, looked up by structure. Screens in order: PABP1 MLLE inh, MT1-MMP act inh, CSN inh, Neddylation inh, FAS-TE inh, Rpn11 block, Rin1-Abl PPI inh, SKN-1 block, NadD block
Cc1ccc(NCC(=O)Nc2c(C)n(C)n(-c3ccccc3)c2=O)cc1S(=O)(=O)N(C)C is listed as 2, -4, -2, i, -6, i, -4, -8, -3
COc1ccc(CN(C)C2c3ccccc3-c3ccccc32)cc1 is listed as 2, 2, -13, i, 18, i, -3, 12, -11
Cc1ccc(S(=O)(=O)/C(C#N)=C/c2c(N3CCC(C(N)=O)CC3)nc3ccccn3c2=O)cc1 is listed as 0, -1, 4, i, 48, i, -8, 11, 2
CCOC(=O)C1CCCN(C2CC(=O)N(c3cccc(C(F)(F)F)c3)C2=O)C1 (stereo not given) is listed as 22, 2, -2, i, 0, i, 0, 11, -3
Cc1ccccc1-c1cccc([C@@H]2C[C@H]3[C@H](CON3C)CN2Cc2ccccc2)c1 is listed as 4, -3, -4, i, 23, i, -5, 11, 2

Back to the main list; the 2 compounds before the break are reprinted first.
SMILES	PABP1 MLLE inh	MT1-MMP act inh	CSN inh	Neddylation inh	FAS-TE inh	Rpn11 block	Rin1-Abl PPI inh	SKN-1 block	NadD block
COc1ccc(C)cc1-n1nnnc1SC(C)C(=O)NC1CCCC1 (stereo not given)	5	1	-1	i	-2	i	2	-1	-5
O=C(CN1C(=O)NC2(CCCC2)C1=O)NNC(=O)c1ccc(Br)cc1	3	9	6	i	-5	i	-3	-12	-3
CCOc1ccccc1N(CC(=O)NCC1CCCO1)C(=O)CNS(=O)(=O)c1ccccc1 (stereo not given)	10	3	3	i	0	i	3	-16	-2
CC(=O)Nc1ccc(S(=O)(=O)N2CCC(NC(=O)c3ccco3)CC2)cc1	-7	2	1	i	-7	i	0	35	-3
CN1CCN(S(=O)(=O)c2cccc(C(=O)N(C)CC(=O)Nc3ccc(F)c(F)c3F)c2)CC1	-108	-1	-1	i	-6	i	2	4	10
COc1cccc(NC(=O)CN(C)C(=O)CSCc2nc3scc(-c4cccs4)c3c(=O)[nH]2)c1	5	-4	0	i	0	i	-3	17	2
Cc1nn(C(=O)N(C)C)c(C)c1CN1C(=O)c2ccccc2C1=O	1	0	0	i	-5	i	-3	3	-6
CSc1nsc(SC)c1NC(=O)OCC1CCCO1 (stereo not given)	25	-3	0	i	-5	i	-1	21	-2
CCCCn1c2ccccc2c2cc(CC(N)=O)ccc21	-6	2	0	i	2	i	1	0	-10
CC(C)CN1C(=O)CC(Sc2ccccc2C(=O)O)C1=O (stereo not given)	27	-1	5	i	-5	i	1	-3	3
CC1=C(C#N)C2C(/C1=N/O)C2(C)C (stereo not given)	6	4	-1	i	-8	i	-3	16	-1
O=C(COC(=O)/C=C/c1ccco1)NCCc1ccccc1	7	0	-2	i	-1	i	2	-1	-1
COc1cccc(CNC(=O)c2cc(S(=O)(=O)N3CCCCC3)c[nH]2)c1	-7	3	0	i	-3	i	6	1	-2
COC(=O)c1sc(SC)c(S(=O)(=O)C(C)C)c1N/N=C(\C#N)S(=O)(=O)c1ccccn1	1	6	-3	i	-2	i	-1	10	2
Cc1cc(O)cc(=O)n1Cc1ccccc1	-11	0	2	i	-6	i	0	-13	-6
Cc1ccc(NC(=S)NC2CCSc3ccccc32)cc1C (stereo not given)	-42	1	3	i	25	i	2	1	-6
COc1ccc(NC(=O)CCCc2nc3ccccc3c(=O)[nH]2)cc1Cl	-98	0	0	i	-2	i	2	-1	1
CC(C(=O)c1ccc(Br)cc1)[n+]1cccc(NC(=O)c2ccccc2)c1 (stereo not given)	7	3	1	i	2	i	0	4	-7
COC(=O)[C@H](Cc1ccccc1)NC(=O)c1cc(COc2c(F)cccc2F)on1	0	1	-6	i	11	i	0	22	-9
Cc1noc(C)c1NC(=O)N(C)C[C@H]1OCc2cn(nn2)CCCC(=O)N([C@@H](C)CO)C[C@@H]1C	-38	4	2	i	-8	i	-3	10	-2
O=C(N/C(=C/c1cccs1)C(=O)N1CCOCC1)c1cccs1	-4	3	1	i	-12	i	-4	0	-3
CCOc1ccc(N=C2Sc3nc4ccc(C)cc4cc3CN2CCOC)cc1	17	-1	3	i	24	i	0	-7	9
CCOC(=O)c1cccc(OS(=O)(=O)Cc2ccccc2)c1	3	-2	1	i	14	i	3	-3	-2
Cc1cc(=O)[nH]c(SCC(=O)c2c(N)n(C)c(=O)n(C)c2=O)n1	23	-4	-1	i	-7	i	-3	-7	-2
N#C/C(=C\c1ccc(OCCN2CCOCC2)cc1)C(=O)Nc1ccc(S(N)(=O)=O)cc1	7	-4	2	i	-4	i	-5	-21	4
CCCCn1c(N)c(N(CC(C)C)C(=O)c2cnc(C)cn2)c(=O)[nH]c1=O	3	-6	3	i	-8	i	0	5	10
